From PubChem
OX1R antag – blocks the human orexin 1 receptor; O43613; CHO/OX1R cells, Fluo-8 calcium fluorescence, orexin A; inhibition, % at 5 µM; actives 0.43% (n = 330,000); AID 434989;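 active means inhibition above its plate's threshold, mean inhibition of all tested compounds on the plate plus 3 SD, cut at about 37% in these data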;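 further: 0% = orexin A challenge wells and 100% = SB-334867-A antagonist wells; not every result past the cut was called active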
Target sequence (O43613 whole entry, looked up): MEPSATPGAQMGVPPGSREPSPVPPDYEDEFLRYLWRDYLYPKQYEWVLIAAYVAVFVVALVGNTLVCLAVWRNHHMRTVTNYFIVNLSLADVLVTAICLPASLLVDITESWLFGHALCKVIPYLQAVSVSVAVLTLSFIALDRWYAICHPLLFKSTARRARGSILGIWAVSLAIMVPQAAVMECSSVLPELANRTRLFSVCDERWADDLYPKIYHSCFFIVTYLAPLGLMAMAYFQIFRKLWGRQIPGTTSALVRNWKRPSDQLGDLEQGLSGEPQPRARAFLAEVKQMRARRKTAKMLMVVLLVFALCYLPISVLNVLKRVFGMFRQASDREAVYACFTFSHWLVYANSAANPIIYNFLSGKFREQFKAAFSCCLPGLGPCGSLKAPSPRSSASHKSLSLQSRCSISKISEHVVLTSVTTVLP
CHT allo act – human CHT allosteric activation; Q9GZV3; B-score at 10 µM; actives 0.49% (n = 310,000); CHT-expressing cells, membrane potential dye, choline EC20; stronger effect = higher value; LV-AA mutant CHT in HEK293 cells; AID 488977;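 active means initial fluorescence not abnormally high and integrated response B-score, plate-corrected, over 3 SD above library mean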
Target sequence (Q9GZV3 whole entry, looked up): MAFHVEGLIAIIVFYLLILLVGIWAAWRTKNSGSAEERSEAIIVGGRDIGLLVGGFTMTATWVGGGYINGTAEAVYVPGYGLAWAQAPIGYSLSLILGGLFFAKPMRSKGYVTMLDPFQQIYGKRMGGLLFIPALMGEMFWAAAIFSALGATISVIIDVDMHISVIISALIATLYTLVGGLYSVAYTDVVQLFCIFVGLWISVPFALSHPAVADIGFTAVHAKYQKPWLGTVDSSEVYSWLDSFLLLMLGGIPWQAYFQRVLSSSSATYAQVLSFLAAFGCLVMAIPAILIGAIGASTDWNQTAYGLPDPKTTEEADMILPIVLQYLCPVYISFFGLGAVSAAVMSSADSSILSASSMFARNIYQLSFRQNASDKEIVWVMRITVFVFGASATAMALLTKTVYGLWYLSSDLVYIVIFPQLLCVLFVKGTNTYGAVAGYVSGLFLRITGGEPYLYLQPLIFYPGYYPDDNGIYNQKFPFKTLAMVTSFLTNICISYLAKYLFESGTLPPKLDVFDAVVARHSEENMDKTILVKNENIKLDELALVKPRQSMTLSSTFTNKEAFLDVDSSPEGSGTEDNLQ
Numbers without * were called inactive; i = inactive; / = not tested or not shown. Hits appear at their usual frequency, and some 0.8% of all compounds hit somewhere here.

smiles | OX1R antag | CHT allo act
CCCNc1nc(Cl)nc(NCc2cccnc2)n1 | -12 | i
CCCCCNC1=CC(=O)CC(c2ccccc2)C1 (stereo unspecified) | -18 | i
COc1ccccc1C(=O)NCC(=O)OCc1ccc(Br)cc1 | -17 | i
C/C(=N\NC(=O)c1nnn(-c2nonc2N)c1-c1cccs1)c1ccc(C)cc1 | -7 | i
CCc1cccc(NC(=O)COc2ccccc2)c1 | -31 | i
Cc1ccccc1-c1nnc(-c2ccccc2C)o1 | -16 | i
CN=C1S/C(=C\c2cccn2-c2cccc(Br)c2)C(=O)N1C | -27 | i
O=C(O)c1ccc(S(=O)(=O)N2CCC(c3nc(-c4ccccc4Cl)no3)CC2)cc1 | 6 | i
O=C(COC(=O)c1ccccc1Br)Nc1ccc(F)cc1 | -1 | i
c1ccc2c(c1)OCCOCCOCCOCCOCCOc1ccccc1OCCOCCOCCO2 | -19 | i
CCCCCC(O)(c1ccccc1)C(CN1CCOCC1)c1ccccc1 (stereo unspecified) | / | i
Cc1ccc(/C=C/C(=O)c2c(C)cc(C)[nH]c2=O)cc1 | -13 | i
COc1cccc(C2c3[nH]c4ccccc4c3CCN2Cc2cnn(C)c2)c1 (stereo unspecified) | -24 | i
O=[N+]([O-])c1nn(-c2ccc3c(c2)OCCO3)n(O)c1=NC1CCCC1 | -16 | i
O=C(COC(=O)c1cccs1)Nc1ccc(Cl)cn1 | 8 | /

smiles | OX1R antag | CHT allo act
Nc1nccnc1C(=O)N/N=C/c1ccco1 | 2 | i
CCn1c(SCC(=O)Nc2sc(C)c(C)c2C#N)nnc1C1CC1 | -33 | i
Cc1ccc(S(=O)(=O)N2CCN(Cc3cccc(F)c3)CC2)cc1 | -21 | i
CCCCOc1ccc2c(C)cc(=O)oc2c1OCCCC | -23 | i
CCc1ncc(C(=O)c2ccc(OC)cc2)n1C | -4 | i
Cc1cccc(NS(=O)(=O)c2ccc3c(c2)NC(=O)CC(=O)N3)c1 | -8 | i
Cc1ccc(N(CC(=O)NC(C)C)C(=O)CCC(=O)Nc2ccccn2)cc1 | -2 | i
C=CCn1c(SCC(=O)NCc2ccc3c(c2)OCO3)nc2scc(-c3ccc(F)cc3)c2c1=O | -19 | i
CC(C)C(=O)N(c1ccc(F)cc1)C1C=CS(=O)(=O)C1 (stereo unspecified) | -9 | i
COc1ccc(-c2cc(N)n(S(=O)(=O)c3ccc(C)cc3)n2)c(OC)c1 | -19 | i
Cc1ccccc1OCC(=O)Nc1ccc2oc(=O)ccc2c1 | -3 | i
CCOc1cc(/C=C2\SC(=N)N(c3nccs3)C2=O)ccc1OCCN1CCOCC1 | -12 | i
COc1ccc(NC(=O)Cn2nc([N+](=O)[O-])c(Cl)c2C)cc1OC | -1 | i
Cc1nc2c(=O)n(-c3ccc(F)cc3F)nc(C)c2s1 | -13 | i
Cc1nc(-c2ccccc2)sc1C1(C)CC(c2ccc([N+](=O)[O-])cc2)=NO1 (stereo unspecified) | -26 | i

smiles | OX1R antag | CHT allo act
COc1ccccc1N(CC(=O)NCc1ccc2c(c1)OCO2)C(=O)CCC(=O)Nc1nccs1 | 8 | i
O=c1[nH]cnc2c1C1(CCCC1)Cc1ccccc1-2 | -11 | i
O=C(c1ccncc1)c1ccc([N+](=O)[O-])cc1 | -5 | i
CCCCS(=O)(=O)Nc1ccc(Cc2ccncc2)cc1 | -4 | i
COc1cccc(-n2nnc3c(=O)n(Cc4ccc(Cl)cc4)cnc32)c1 | -20 | i
Cc1ccc(/C=C2\SC(=S)N(Cc3ccccc3)C2=O)o1 | -10 | i
CCOc1ncccc1C(=O)N(C)CC1COc2ccccc2O1 (stereo unspecified) | -12 | i
COC(=O)CN(c1ccc(OCc2ccccc2)cc1)S(C)(=O)=O | -6 | i
O=C(NCc1ccon1)c1ccc(OC2CCN(CCc3ccccc3)CC2)cc1 | -17 | i
C=CCn1c(SCc2c(F)c(F)c(F)c(F)c2F)nc(O)cc1=O | -5 | i
O=C(COC(=O)CC12CC3CC(CC(C3)C1)C2)Nc1cccnc1Cl | -28 | i
O=C(Nc1ccccc1)c1cn2ccccc2n1 | -14 | i
COc1ccc(C)cc1NC(=O)COC(=O)c1ccc2c(c1)OCCO2 | -14 | /
Cn1cc(CN2CCCC(C(=O)c3nccn3C)C2)c(-c2cccc(Cl)c2)n1 (stereo unspecified) | -32 | i
COc1ccc(N2C(=O)CSCC2=O)cc1OC | -5 | i

smiles | OX1R antag | CHT allo act
COCCNC(=O)COc1ccc(N(C)S(=O)(=O)c2ccc3ccccc3c2)cc1 | -8 | i
NC(=O)c1cccc(S(=O)(=O)N2CCCCC2)c1 | -7 | i
Cc1c(C(=O)NC(C)C)oc2c1-c1[nH]ncc1CC2 | -6 | i
COc1ccc(C2CC(c3ccccc3)=NN2C(=O)COC(=O)c2cccc(N)c2)cc1 (stereo unspecified) | 9 | /
CCCCc1ccc(NC(=O)C(=O)NCCN2CCN(C(=O)c3ccc([N+](=O)[O-])cc3)CC2)cc1 | -19 | i
Cc1nnc(-c2cccc(Br)c2)c2cn(-c3ccc(Br)cc3)nc12 | -26 | i
COc1ccc(NC(=O)Oc2ccccc2)cc1Cl | -3 | i
COc1cccc(-c2csc(NC(=O)Oc3ccccc3)n2)c1 | 2 | i
COc1cc(C2c3[nH]c4ccccc4c3C[C@H]3C(=O)N(C4CC4)CC(=O)N23)ccc1OC(C)C (stereo partly specified) | -38 | i
CC1CC(C(F)(F)F)n2nc(C(=O)O)cc2N1 (stereo unspecified) | 9 | i
COc1ccc(/C=C2\SC(=S)N(CCC(=O)Nc3cccc(O)c3)C2=O)cc1OC | -18 | i
O=Cc1cccc(Oc2ccc([N+](=O)[O-])cc2[N+](=O)[O-])c1 | 13 | i
Cc1cccc(CSc2nnc(NC(=O)CSc3nnc(C)s3)s2)c1 | -24 | i
CCOC(CC(=O)NNC(=O)c1c(-c2c(Cl)cccc2Cl)noc1C)OCC | -13 | i
c1ccc(Nc2scc(-c3ccccc3)[n+]2Cc2ccco2)cc1 | -32 | i

Profiles, quoted from the list:
`COc1ccc(/C=C2\SC(=S)N(CCC(=O)Nc3cccc(O)c3)C2=O)cc1OC` is entered as OX1R antag = -18; CHT allo act = i
`COCCNC(=O)COc1ccc(N(C)S(=O)(=O)c2ccc3ccccc3c2)cc1` is entered as OX1R antag = -8; CHT allo act = i

Next entries follow.
smiles | OX1R antag | CHT allo act
NC(=S)NNC(=O)c1cccc(Br)c1 | -27 | i
Cc1cc(Nc2cccc(Cl)c2)n2ncnc2n1 | 2 | i
Nn1c(-c2ccccc2)cc(-c2ccccc2)cc1=O | -13 | i
NC1=NC(=O)C(Cc2cccc(Cl)c2)S1 (stereo unspecified) | 5 | i
O=C(CSc1ccc(-c2ccccn2)nn1)N1CCCC1 | -8 | i
Cc1ccc(C(=O)CN(CCCC(N)=O)C(=O)c2ccncc2)cc1 | -4 | i
COc1ccc(CCNC(=O)c2c(Cl)ccc(Cl)c2OC)cc1OC | -15 | i
C[C@H](CO)N1C[C@H](C)[C@@H](CN(C)Cc2ccc(Cl)c(Cl)c2)Oc2c(NC(=O)CCC(F)(F)F)cccc2C1=O | -26 | /
CCCNC(=O)[C@H](Cc1c[nH]c2ccccc12)NC(=O)c1ccccc1Cl | -18 | i
Cc1csc(NC(=O)CSc2ccc(-c3ccccc3)nn2)n1 | -29 | i
O=C(c1cccc(S(=O)(=O)N2CCCCC2)c1)N1CCOCC1 | -3 | i
CCOC(=O)N1CCN(C(=O)c2ccc3c(c2)sc2nc(-c4ccc(OC)cc4)cn23)CC1 | -11 | i
O=C(NCc1ccco1)c1c(O)c2cccc3c2n(c1=O)CCC3 | -11 | i
COc1ccccc1CCc1nnc(CCC(=O)NCCOc2cccnc2)o1 | -16 | i
COC(=O)CSc1nc(Cc2ccccc2)nc2ccccc12 | -12 | i

smiles | OX1R antag | CHT allo act
CC(C)(C)OC(=O)NCCCC[C@H](NC(=O)c1nc[nH]c1C(=O)N1CCN(c2ccccc2)CC1)C(=O)OC(C)(C)C | -34 | i
Cc1ccc(NC2c3ncccc3C(=O)N2Cc2ccc(F)cc2)cc1 (stereo unspecified) | -18 | i
CCn1c(SCC(=O)NNC(=O)c2ccccc2)nnc1-c1ccncc1 | -5 | i
Cc1ccc(C(CNC(=O)c2ccc(Br)o2)N2CCN(C)CC2)cc1 (stereo unspecified) | -18 | i
CCC1CCCCN1Cc1nc2c(c(=O)n(C)c(=O)n2C)n1Cc1cccc2ccccc12 (stereo unspecified) | -8 | i
O=C(O)CN1C(=O)/C(=C\c2cccc(OCc3ccc(F)cc3)c2)SC1=S | / | i
CCOc1ccc2nc(NC(=O)C3CCCN(S(=O)(=O)c4cccs4)C3)sc2c1 (stereo unspecified) | 52* | i
CCOC(=O)C1CCN(C(=O)CCc2c(C)nc3ncnn3c2C)CC1 | -11 | i
COc1ccc(CNC(=O)CCNS(=O)(=O)c2ccc(Cl)cc2)cc1 | -17 | i
CCOc1ccc(C2NC(=O)c3ccccc3O2)cc1OCC (stereo unspecified) | 1 | i
CC(=O)Nc1ccc(S(=O)(=O)N(C)CC(=O)NC2CCCCCCC2)cc1 | -12 | /
CN1CCN(CCCNC(=O)c2cc3c(=O)n(C)c4ccccc4c3s2)CC1 | -14 | i
CC1(C)C2CCC1(CS(=O)(=O)NCCc1c[nH]c3ccccc13)C(=O)C2 (stereo unspecified) | -12 | i
CCc1nnc(NC(=O)Cc2ccc(Br)cc2)s1 | -13 | i
CCOc1ccc(-c2nc(S(=O)(=O)c3ccccc3)c(N3CCOCC3)o2)cc1 | -12 | i

Rewritten with each value named: entries from further up.
CCOC(CC(=O)NNC(=O)c1c(-c2c(Cl)cccc2Cl)noc1C)OCC
  OX1R antag: -13
  CHT allo act: i
COc1ccccc1C(=O)NCC(=O)OCc1ccc(Br)cc1
  OX1R antag: -17
  CHT allo act: i
O=C(COC(=O)c1ccccc1Br)Nc1ccc(F)cc1
  OX1R antag: -1
  CHT allo act: i

The results go on.
smiles | OX1R antag | CHT allo act
Cc1[nH]c(C)c2c(=O)n(Cc3ccc(Cl)cc3)ncc12 | -15 | i
CS(=O)(=O)c1ccc(C(=O)Nc2cccc(-c3nc4ccccc4[nH]3)c2)cc1 | 29 | i
Cc1cccc(NC(=O)CCCSc2nc3ccccc3[nH]2)c1 | -33 | i
COc1cccc(OC)c1C(=O)NCC12CC3CC(C1)CC(CNC(=O)c1c(OC)cccc1OC)(C3)C2 | -22 | i
CCCNC(=S)N1CCCC(c2nc3ccccc3[nH]2)C1 (stereo unspecified) | -15 | i
COCCn1nnnc1C(CC(C)C)N1CCN(c2nc3ccccc3s2)CC1 (stereo unspecified) | -7 | i
Clc1ccccc1COc1ccccc1-c1nnco1 | -44 | i
COc1ccccc1CNC(=O)C1CCC1 | -13 | i
CCCc1nc(N2CCCC2)c(C#N)c2c1CCCC2 | -4 | i
COc1ccc(CC(=O)NCc2n[nH]c(=S)n2-c2ccc(F)cc2)cc1 | -2 | i
CC(=O)N(Cc1ccccc1)c1ccc(C(=O)O)cc1 | -20 | i
COc1cccc(NC(=O)NCC2CCN(Cc3ccc(F)cc3)CC2)c1 | -30 | i
Nc1c(C(=O)CSc2nnc(COc3ccc(Cl)cc3)o2)c(=O)[nH]c(=O)n1C1CC1 | -16 | /
O=C(Nc1ccccc1N1CCOCC1)C1=COCCO1 | -20 | i
CC(=O)c1cccc(NC(=O)N2CCC(c3nnc(SCC(N)=O)n3C)CC2)c1 | -10 | i

smiles | OX1R antag | CHT allo act
COc1ccccc1[C@@]1(C)ON(c2ccccc2C(F)(F)F)C1=O | -7 | /
O=C(NCc1ccc(Cl)cc1)c1cc2ccccn2n1 | -4 | i
CC(C)(C)OC(=O)N1CCC(c2c(C(=O)N3CCN(C4CCCCC4)CC3)cnn2-c2ccccc2)CC1 | -19 | i
COc1ccc(NC(=O)Cn2nnc(-c3ccccc3NS(=O)(=O)c3ccc(OC)cc3)n2)cc1 | 30 | i
CCOP(=O)(c1ccccc1)C(O)c1ccc(F)cc1 (stereo unspecified) | -5 | i
COc1ccccc1C1CC(=O)NC(C)=C1C(=O)OCC(C)C (stereo unspecified) | -35 | i
COc1ccc(NC(=S)N(CCCN2CCCC2)Cc2cccs2)cc1 | -18 | i
Cc1cc(C)cc(NC(=S)NC2CC3CCC(C2)N3Cc2ccco2)c1 (stereo unspecified) | -10 | i
CCN(CC)CCOCCOc1ccccc1F | -4 | i
CCS(=O)(=O)Nc1ccc(-c2cc(-c3ccccc3)c3cc(C)ccc3n2)cc1 | -9 | i
C/C(=N\N=C(N)N)c1cccc([N+](=O)[O-])c1 | -1 | 6.4*
Cc1ccc2c(COC(=O)CNS(=O)(=O)c3ccccc3)cc(=O)oc2c1 | -11 | /
CCCn1c2c(c(O)c(C(=O)Nc3ncccc3O)c1=O)CCCC2 | 10 | i
O=C(COc1ccccc1)Nc1ccc2c(c1)Cc1cc(NC(=O)COc3ccccc3)ccc1-2 | -14 | i
Cc1ccc(NC(=O)c2ccc(NCCc3ccccc3)c([N+](=O)[O-])c2)cc1F | -24 | i

smiles | OX1R antag | CHT allo act
Cc1ccc(F)c(N=Cc2c(O)c3ccccc3oc2=O)c1 | -4 | i
COc1ccc(C(c2c(N)[nH]c(=S)[nH]c2=O)c2c(N)[nH]c(=S)[nH]c2=O)cc1 | -11 | i
Cc1cc(OCC(=O)NCCN2CCOCC2)c2c(C)c(C)c(=O)oc2c1 | -14 | i
COc1ccc(OC)c(CCNC(=O)Cn2nc(C)c3c(C)n(-c4ccc(C)cc4)nc3c2=O)c1 | -19 | i
O=C1CCCC(O)=C1C1C2=C(CCCC2=O)Oc2ccccc21 (stereo unspecified) | -16 | i
Cc1cc(=O)oc2cc(OCc3ccc(C(=O)OCC(=O)N(C)C4CCS(=O)(=O)C4)cc3)ccc12 (stereo unspecified) | -6 | i
